12-LOX inh: blocks human arachidonate 12S-lipoxygenase | hit rate 1.1% among 580,000 | purified 12hLO, xylenol orange hydroperoxide absorbance | Potency, µM (series often up to 108 µM), for inactives: top-dose activity change, negative = inhibition, hits mostly inhibitors | P18054 | AID 1671190; also: potency is read from the fitted curve at half-maximal effect; % is scaled to controls: 0 for no effect and ±100 for the full control effect
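Purified human 12hLO (150 nM final) in 25 mM Hepes, 0.01% Triton X-100, pH 7.0 was preincubated 15 min at room temperature with compound. Then 40 uM arachidonic acid was added, 30 min. Hydroperoxide was read by Fe-XO absorbance ratio 573/405 nm.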
ERG Ets-DNA blk: inhibitors of human ERG Ets domain-DNA interaction; P11308; Potency, µM (titrated, usually from 76.9 µM), inactives show at the highest dose FP activity, negative = inhibition, hits mostly inhibitors; fluorescence polarization, His-ERG Ets domain / labelled DNA; hit rate 0.028% among 370,000; active = well fitted inhibition curve with a large enough effect in the polarisation, with a control signal flat; inconclusive = small, poorly fitted or top-dose-only effect, or effect the other way, or a change in a side signal; inactive = no such curve, though single readings can be large or run the other way; the % refers to the polarisation;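 also: polarization taken with two DNA probes labelled with fluorescein and Texas red; potency is read from the fitted curve at half-maximal effect; % of control where 0% means no effect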
Target sequence (P11308 whole entry, looked up, the tested form may be a part): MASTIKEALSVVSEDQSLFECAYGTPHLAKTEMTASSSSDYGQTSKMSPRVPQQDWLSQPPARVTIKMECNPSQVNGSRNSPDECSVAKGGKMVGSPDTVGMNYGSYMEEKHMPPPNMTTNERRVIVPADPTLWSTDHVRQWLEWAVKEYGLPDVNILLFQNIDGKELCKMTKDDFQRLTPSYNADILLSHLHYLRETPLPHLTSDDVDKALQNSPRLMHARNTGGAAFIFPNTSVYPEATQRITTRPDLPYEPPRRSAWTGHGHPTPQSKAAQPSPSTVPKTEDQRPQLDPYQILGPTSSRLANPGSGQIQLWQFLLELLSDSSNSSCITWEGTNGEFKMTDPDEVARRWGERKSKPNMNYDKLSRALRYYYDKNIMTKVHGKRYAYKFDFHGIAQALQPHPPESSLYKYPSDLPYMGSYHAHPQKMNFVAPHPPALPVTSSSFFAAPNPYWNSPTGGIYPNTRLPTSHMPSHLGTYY
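His-tagged ERG Ets domain (1 uM in the protein solution; 300mM KCl, 50mM Tris-HCl, 1mM EDTA, 1mM DTT, pH 7.5) received compound, then a probe mix of 5 nM fluorescein-DNA and 100nM Texas-615-DNA. Fluorescence polarization was read for both dyes.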
Anesthetic bind: binds horse apoferritin like a general anesthetic; Potency, µM (titrated, usually from 77.5 µM), for the others: at the top dose activity change, negative = displacement, actives largely listed as inhibitors; AID 485281; apoferritin/1-aminoanthracene competitive binding, fluorescence; hit rate 0.074% among 350,000; P02791; also: potency is read from the fitted curve at half-maximal effect; % is scaled to controls: 0 for no effect and ±100 for the full control effect; nearly all actives have a fitted effect of over 20% in size
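10 uM apoferritin + 50% sat. 1-AMA, PBS; cpd 10 min RT; Ex380/Em535 endpoint; normalized to free probe vs complex; 4-param Hill fit; propofol titration as pos. ctrl.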
Pol beta inh: blocks human DNA polymerase beta activity. P06746. Pol beta primer extension/strand displacement, fluorescence kinetic. Potency, µM (titrated, usually from 114 µM), without a hit: at the highest dose activity change, negative = inhibition, actives largely listed as inhibitors. hit rate 1.3% among 340,000; also: potency is read from the fitted curve at half-maximal effect; % is scaled to controls: 0 for no effect and ±100 for the full control effect
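Pol beta (10 nM) and compounds were preincubated 15 min at room temperature, then 50 nM substrate (final) started primer extension/strand displacement. Reads were taken at 0 and 10 min; concentration-response data were fitted to a four-parameter Hill equation.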
RGS4 inhibitor: human RGS4 inhibition. AID 504845. Transcreener GDP fluorescence polarization, RGS4-accelerated GTP hydrolysis. P49798. hit rate 0.039% among 390,000. Potency, µM (highest dose often 114 µM), for the others: at the top dose activity change, negative = inhibition, most hits filed as inhibitors; also: potency is read from the fitted curve at half-maximal effect; % is scaled to controls: 0 for no effect and ±100 for the full control effect; nearly all actives have a fitted effect of over 75% in size; some results filed as inactive show a strong effect at the top dose
Target sequence (P49798 whole entry, looked up): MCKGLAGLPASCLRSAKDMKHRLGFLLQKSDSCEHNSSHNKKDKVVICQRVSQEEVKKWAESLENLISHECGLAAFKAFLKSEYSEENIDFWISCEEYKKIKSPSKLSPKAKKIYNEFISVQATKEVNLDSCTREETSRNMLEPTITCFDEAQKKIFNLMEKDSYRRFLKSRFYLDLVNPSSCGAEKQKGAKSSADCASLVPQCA
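MLSMR compounds (23 nl, pin-transferred) preincubated 10 min at room temperature with a 500nM (2x) first reagent, then RGS4 at 900nM (2x) plus Transcreener GDP mix added; fluorescence polarization (620/688 nm) read before and after 90 min at 30 °C.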
LDHA inh: blocks human lactate dehydrogenase A; P00338; purified LDHA, NADH/diaphorase-resazurin fluorescence; active compounds read low; activity change, % (values are at about 110 or 230 µM); hit rate 0.15% among 480,000; AID 1347041; in the data active = activity change below about -30%; inconclusive = mostly about -25% to -30%;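 also: plate controls were DMSO wells for no effect and wells without enzyme for full effect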
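Enzyme activity of human lactate dehydrogenase 5 (2 nM; 0.06 mM NADH, 0.2 mM pyruvate, 5 min, RT) is measured via a resazurin/diaphorase fluorescence readout of residual NADH.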
APE1 inh: blocks human APE1 abasic DNA cleavage; hit rate 0.35% among 350,000; AID 2517; Potency, µM (titrated, usually from 65.8 µM), without a hit: at the highest dose activity change, negative = inhibition, actives largely listed as inhibitors; recombinant APE1, TAMRA/BHQ-2 abasic DNA cleavage fluorescence; P27695;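 also: potency is read from the fitted curve at half-maximal effect; plate controls were vehicle for no effect and reference inhibitor for full effect; nearly all actives have a fitted effect of over 55% in size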
Target sequence (P27695 whole entry, looked up): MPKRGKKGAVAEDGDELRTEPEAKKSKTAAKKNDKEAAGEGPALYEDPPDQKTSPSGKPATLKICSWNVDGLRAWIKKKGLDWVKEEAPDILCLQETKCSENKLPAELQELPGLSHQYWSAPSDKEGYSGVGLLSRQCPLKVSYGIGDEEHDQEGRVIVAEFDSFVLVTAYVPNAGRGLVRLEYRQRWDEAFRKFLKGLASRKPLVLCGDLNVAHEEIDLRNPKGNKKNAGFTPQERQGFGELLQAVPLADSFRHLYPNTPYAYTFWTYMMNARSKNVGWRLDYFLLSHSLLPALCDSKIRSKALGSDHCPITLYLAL
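Readout is kinetic fluorescence (ex 525, em 598 nm) from cleavage of 50 nM TAMRA/BHQ-2 THF abasic duplex by 0.75 nM APE1, compound added 15 min beforehand at RT.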
Pol eta inh: blocks human DNA polymerase eta activity; hit rate 1.2% among 390,000; recombinant Pol eta, fluorescent DNA replication assay; Potency, µM (top dose mostly 114 µM), for inactives: top-dose activity change, negative = inhibition, hits mostly inhibitors; also: potency is read from the fitted curve at half-maximal effect; % is scaled to controls: 0 for no effect and ±100 for the full control effect
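Pol eta (10 nM) was preincubated with compounds for 15 min at room temperature, after which fluorescent replication substrate (50 nM final) was added to start the reaction. Fluorescence was read kinetically at 0 and 10 min.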
POLK inh: DNA polymerase kappa (human) inhibition; hit rate 0.53% among 400,000; Potency, µM (highest dose often 107 µM), inactives show at the top dose activity, negative = inhibition, usual class: inhibitors; purified Pol kappa, fluorescent DNA synthesis assay, 10 min; also: potency is read from the fitted curve at half-maximal effect; % is scaled to controls: 0 for no effect and ±100 for the full control effect
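First, compounds were pin-transferred onto 10 nM Pol kappa. After 15 min at room temperature, substrate was added to 50 nM final. Fluorescence was then measured kinetically at 0 and 10 min.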
* = called active by the depositor; ? = inconclusive; nt = not tested or not shown; & = joins results of further samples; ! = not confirmed by another sample; [ ] = another dose, or the depositor's remark. Unless noted, calls follow the shape of the dose curve; as a rule, active = well fitted curve in the direction sought with a large enough effect; inconclusive = small, poorly fitted or top-dose-only effect, or another doubt; inactive = no such curve, though single readings can be large; an effect the other way counts as inactive or inconclusive. This is a subset (hit frequency here may not be typical).

Below each SMILES: LDHA inh, Pol eta inh, RGS4 inhibitor, Pol beta inh, 12-LOX inh, ERG Ets-DNA blk, POLK inh, Anesthetic bind, APE1 inh
- Cn1cc([N+](=O)[O-])c(C(=O)NCc2cc3cc(Cl)ccc3[nH]2)n1
→ -8, -17%, -18%, 22%, -17%, -9%, -8%, -19%, -1%
- Cc1ccc(N/N=C/c2ccc(N3CCOCC3)cc2)cc1C
→ 12, -20%, -18%, 8%, 8.9µM*, 0%, -9%, ?, -4%
- CC1CCc2c(C(=O)Nc3nccs3)csc2C1 (centres undefined)
→ -1, -18%, -15%, 47%, -20%, 2%, -3%, ?, 0%
- CCCc1ccc(OCc2nc(-c3ccc(NC(=O)c4ccco4)cc3)no2)cc1
→ -1, -10%, -8%[11.4 µM], 35µM*, 0%, -1%, -4%, -22%, -1%
- CC1CCCCC12NC(=O)N(CC(=O)Nc1ccc(N3CCCCC3)cc1)C2=O (centres undefined)
→ 5, -20%, -33%, nt, -19%, 14%, 2%, nt, 38%
- O=C(COC(=O)C1C2CC3OC(=O)C1C3C2)Nc1ccc(Cl)cc1 (centres undefined)
→ -15, -5%, 30%, 9%, -6%, -2%, 0%, -5%, 36%[12.4 µM]
- Cc1nc2c3ccccc3nc(NNC(=O)CCC(=O)O)n2n1
→ -3, -1%, -3%, 51%, -1%, 2%, 12%, 2%, nt
- O=C(CCCSc1nnc(SCCCC(=O)c2ccc(F)cc2)s1)c1ccc(F)cc1
→ 3, -7%, -3%, 1%, 20%, nt, -4%, -9%, -1%
- CCCCCOC(=O)Nc1ccc(S(=O)(=O)Nc2cccc([N+](=O)[O-])c2)cc1
→ -9, -12%, 10%, 12%, ?, -4%, -10%, ?, 5%
- O=C(CCNS(=O)(=O)c1ccccc1)OCc1nc2ccsc2c(=O)[nH]1
→ -2, -16%, 25%, nt, -20%, 16%, -10%, nt, 10%
- COc1ccc(C(=O)N2CCC(CCC(=O)Nc3cccc(C)c3)CC2)cc1
→ -6, -3%, -19%, -23%, 0%, -5%, -8%, -12%, 0%
- Cc1cc(NC(=O)CCN2CCN(CCO)CC2)ccc1Br
→ -2, -1%, 1%, 29%, -13%, -2%, -11%, -19%, 8%
- O=C(CSc1nnc(-c2ccccc2F)o1)N1CCc2ccccc21
→ 1, -13%, 1%, 3%, -18%, 8%, -14%, -6%, nt
- Cc1cccc(NC(=O)CNC(=O)CN2C(=O)NC3(CCCc4ccccc43)C2=O)c1C (centres undefined)
→ -4, -10%, -10%, nt, -16%, -2%, 0%, nt, 11%
- CC(=O)c1ccc(N2CCN(c3ncnc4c3nc3n4CCCC3)CC2)cc1
→ 3, -16%, 13%, -4%, -11%, 0%, ?, -4%, nt
- COc1ccc(OC)c(NC(=O)COC(=O)c2nc(Cl)ccc2Cl)c1
→ -3, -11%, 4%, 7%, -15%, -7%, -9%, ?, 2%
- CCOc1cc(/C=C2\C(=O)N(CCC#N)N=C2C)ccc1OCC(N)=O
→ 2, -17%, -31%[56.9 µM], 6%, -7%, 1%, -3%, -3%, 0%
- Cc1ccc(Sc2nc([N+](=O)[O-])nn2C)cc1
→ 10, -17%, -5%, 29%, ?, 9%, -2%, -4%, 1%
- COc1ccc2sc(-c3ccccc3OC)c(-c3ccc(OC)c(F)c3)c2c1
→ 3, 1%, 0%, nt, 5%, -2%, -5%, nt, 10%
- COC(=O)c1[nH]c2ccccc2c1CN1CCOCC1
→ -5, -2%, -3%, 10%, ?, -5%, -1%, -13%, 28%
- NC(=O)Cn1c(=O)n(CCCCCC(=O)NCc2ccc3c(c2)OCO3)c(=O)c2sccc21
→ -2, -6%, 20%, 31%, -11%, 3%, 6%, 0%, nt
- Cc1c(/C=N\NC(=O)c2c[nH]c3ccccc23)cnn1C
→ -12, -2%, 11%, -25%, 8%, 1%, -11%, -5%, -7%
- CCc1ccc(C2C(C#N)=C(N)N(N(C)C)C3=C2C(=O)CCC3)cc1 (centres undefined)
→ 3, 11%, 3%, 14%, 99%[activator], -6%, 10%, -14%, 5%
- Cc1cc(C(=O)O)ccc1[C@H](N)C(=O)O
→ nt, nt, nt, nt, 0%, nt, 3%&-7%[19.4 µM], -12%, 40µM*!
- O=C(CSc1nc2sc3c(c2c(=O)[nH]1)CCC3)NCCO
→ -9, -6%, 14%, -2%, 4%, -7%, -8%, 2%, 3%
- CCN1C(=O)c2n[nH]c(C(=O)OC)c2C1=O
→ -3, -15%, -20%, 23%, 0%, -3%, -17%, -6%, 3%
- O=C1/C(=C/c2ccccc2)SC(=S)N1N1C(=O)C2CC2C1=O (centres undefined)
→ -1, 6%, -39%, 0%, 1%, -12%, -11%, ?, -3%
- CCC(=O)NNC(=O)c1c(O)c2ccccc2[nH]c1=O
→ 6, -15%, 1%, 15%, 7%, 0%, 11%, 0%, 5%
- NNc1nc(-c2ccccc2)nc(-c2ccccc2)c1Br
→ -2, -10%, -13%, nt, 65%[activator], 1%, 0%, nt, nt
- CCCn1c(N2CCN(C(=O)Nc3ccc(Cl)cc3)CC2)nc2ccccc21
→ 0, 0%, -8%, 0%, 5%, 2%, 3%, -6%, 11%
- CSc1ccccc1NC(=O)Cn1nc([N+](=O)[O-])c(Cl)c1C
→ -9, -10%, -31%, 10%, -14%, -26%, 0%, -19%, 24%
- COc1cc(/C=N/NC(=O)c2cc[n+]([O-])cc2)cc(OC)c1OC
→ -6, -18%, 8%, -12%, 14%, -1%, -15%, -2%, 10%
- Cc1cc(C)cc(N(C(=O)CCC(=O)Nc2cc(C)on2)C(C(=O)NC2CCCC2)c2ccco2)c1 (centres undefined)
→ -8, 0%, 10%, 6%, -2%, -2%, -15%, -6%, -2%
- O=C(c1ccccc1F)N1CCN(C(=O)C(c2ccccc2)c2ccccc2)CC1
→ -6, -8%, 7%, ?, -4%, 3%, -13%, -8%, 23%
- O=C(Cn1c2ccc(F)cc2c2nc3n(c(=O)c21)CCS3)Nc1ccc(Cl)cc1F
→ -14, 2%, ?, 7%, -13%, 10%, -8%, 3%, 6%
- CCOCCN(C(=O)c1ccccc1Cl)c1cccc(C)c1C
→ -2, -10%, -16%, 31%, 301%[activator], 1%, -4%, 4%, 2%
- COc1ccc(-c2cc(C(=O)N3CCN(c4ccccc4)CC3)no2)cc1OC
→ -4, ?, 15%[11.4 µM], 3%, 27%, -3%, -16%, 5%, 11%
- O=C(Nc1ccc(-c2csc(Nc3ccccc3)n2)cc1)c1ccccc1
→ 0, -1%, 11%, 30%, -34%, 16%, 14%, -10%, 2%
- COc1ccccc1NC(=O)C(C)OC(=O)c1ccc(-n2cnnn2)cc1 (centres undefined)
→ -7, -18%, 5%, nt, 3%, 8%, 0%, nt, 0%
- O=C(C[n+]1cc(Br)cc2ccccc21)c1ccc(Cl)cc1
→ -6, -15%, -42%, -20%, ?, -3%, -4%&7%, -15%, 51%[activator]
- CC1Cn2cc(C(=O)Nc3cccc(C(F)(F)F)c3)c(=O)c3c(Cl)ccc(c32)O1 (centres undefined)
→ 0, -17%, -12%, 3%, -16%, 0%, 3%, 2%, nt
- O=C(c1cc([N+](=O)[O-])ccc1N1CCOCC1)N1CCN(S(=O)(=O)c2ccc(F)cc2)CC1
→ 2, -6%, 11%, nt, -2%, 0%, -13%, nt, 5%
- O=C(OCC(=O)N1CCC(Cc2ccccc2)CC1)c1ccccc1F
→ -16, -10%, 11%, nt, 34%[activator], 11%, -5%, nt, 7%
- COCCn1c(N)c(N(Cc2ccccc2)C(=O)c2ccc3ccccc3c2)c(=O)[nH]c1=O
→ -9, 2%, 5%, 12%, -25%, 0%, -5%, -5%, -7%
- O=C1CCCC(=O)C1=C1SCCS1
→ -3, ?, -12%, 21%, 1%, nt, 2%, -9%, 2%
- N#C/C(=C\c1ccc(N2CCOCC2)o1)C(=O)NC1CCCCC1
→ -9, -16%, -17%, -7%, ?, 16%, -19%, -14%, -3%
- CCCCS(=O)(=O)N1CCC(C(=O)NCC2CCCO2)CC1 (centres undefined)
→ -9, -8%, 16%, 0%, 16%, -4%, -1%, 3%, 6%
- CCOC(=O)/C(N=Nc1ccc(C(=O)O)cc1[N+](=O)[O-])=C(\C)O
→ -2, -9%, -16%, -26%, 1%, -11%, -14%, -20%, -11%
- Cc1ccnc(N2C(=O)OC(C)(C)C2(C)O)c1 (centres undefined)
→ -7, 7%, 27%, 2%, -19%, -6%, -9%, -4%, 3%
- Fc1ccc(NC(=S)Nc2cccc3ccccc23)cc1F
→ 5, -13%, -46%, 1%, ?, 6%, -4%, -11%, 5%
- C=CCn1c(=O)c2c3c(sc2n2c(Nc4ccc(OC)cc4)nnc12)CCCC3
→ -2, -4%, -18%, -27%, -3%, -8%, -7%, ?, -5%
- CC#CCN1c2ccccc2[C@]23C[C@@H](C(=O)OC)N(C(=O)c4ccc(Br)cc4)C2=NC(C(=O)OC)=C(C(=O)OC)[C@H]13
→ -3, -11%, -5%, nt, nt, 9%, 5%, nt, 16%[12.4 µM]

Source: PubChem BioAssay
